# BLM helicase inh: Bloom syndrome helicase (human) inhibition; recombinant BLM DNA unwinding, fluorescence dequenching; AID 2528; actives 0.2% (n = 350,000); P54132; Potency, µM (series often up to 56.1 µM), for inactives: at the top dose activity change, negative = inhibition, most hits filed as inhibitors;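 note: plate controls were vehicle for no effect and no enzyme for full effect; nearly all actives have a fitted effect of over 35% in size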
# BAZ2B block: blocks human BAZ2B | Potency, µM (highest dose often 114 µM), for the others: top-dose activity change, negative = inhibition, usual class: inhibitors | AID 504333 | actives 4.4% (n = 360,000) | AlphaScreen BAZ2B-H3K14Ac peptide displacement; note: % is set by controls: 0 for no effect and ±100 for the full control effect; nearly all actives have a fitted effect of over 60% in size
#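 In this displacement format the biotinylated H3(5-23) peptide acetylated at Lys14 serves as ligand at 50 nM, with BAZ2B at 50 nM in PBS pH 7.4 containing 0.01% Tween-20. Donor and acceptor beads are 10 ug/mL final.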
# APEX1 inh: blocks human APE1 abasic DNA cleavage | Potency, µM (titrated, usually from 65.8 µM), for the others: at the highest dose activity change, negative = inhibition, actives largely listed as inhibitors | recombinant APE1, TAMRA/BHQ-2 abasic DNA cleavage fluorescence | AID 2517 | actives 0.35% (n = 350,000) | P27695;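 note: plate controls were vehicle for no effect and reference inhibitor for full effect; nearly all actives have a fitted effect of over 55% in size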
# Target sequence (P27695 whole entry, looked up): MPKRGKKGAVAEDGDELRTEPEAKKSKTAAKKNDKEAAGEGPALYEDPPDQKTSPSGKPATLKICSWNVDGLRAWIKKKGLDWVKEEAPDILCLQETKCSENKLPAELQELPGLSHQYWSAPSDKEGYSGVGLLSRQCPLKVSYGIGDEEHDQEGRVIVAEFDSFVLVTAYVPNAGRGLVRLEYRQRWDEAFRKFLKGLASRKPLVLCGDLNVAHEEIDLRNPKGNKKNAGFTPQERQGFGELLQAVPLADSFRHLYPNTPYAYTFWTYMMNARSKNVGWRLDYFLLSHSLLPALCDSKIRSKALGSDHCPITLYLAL
#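 Enzyme (0.75 nM final) and test compound are incubated 15 min at room temperature before adding 50 nM quenched THF abasic-site duplex. Cleavage dequenches TAMRA, followed at 525/598 nm over three reads one minute apart.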
# POLB inh: DNA polymerase beta (human) inhibition; Pol beta primer extension/strand displacement, fluorescence kinetic; Potency, µM (series often up to 114 µM), for inactives: at the top dose activity change, negative = inhibition, actives largely listed as inhibitors; actives 1.3% (n = 340,000); note: % is set by controls: 0 for no effect and ±100 for the full control effect
#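 Preincubation: enzyme (10 nM) with compound, 15 min, RT. Reaction: substrate added to 50 nM final. Reads: 0 and 10 min. Analysis: normalized, Hill fit.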
# Pol iota inh: DNA polymerase iota (human) inhibition; Q9UNA4; Pol iota fluorescent replication assay, 10 min; Potency, µM (series often up to 115 µM), without a hit: at the highest dose activity, negative = inhibition, most hits filed as inhibitors; actives 1% (n = 390,000); AID 588590
# Target sequence (Q9UNA4 whole entry, looked up): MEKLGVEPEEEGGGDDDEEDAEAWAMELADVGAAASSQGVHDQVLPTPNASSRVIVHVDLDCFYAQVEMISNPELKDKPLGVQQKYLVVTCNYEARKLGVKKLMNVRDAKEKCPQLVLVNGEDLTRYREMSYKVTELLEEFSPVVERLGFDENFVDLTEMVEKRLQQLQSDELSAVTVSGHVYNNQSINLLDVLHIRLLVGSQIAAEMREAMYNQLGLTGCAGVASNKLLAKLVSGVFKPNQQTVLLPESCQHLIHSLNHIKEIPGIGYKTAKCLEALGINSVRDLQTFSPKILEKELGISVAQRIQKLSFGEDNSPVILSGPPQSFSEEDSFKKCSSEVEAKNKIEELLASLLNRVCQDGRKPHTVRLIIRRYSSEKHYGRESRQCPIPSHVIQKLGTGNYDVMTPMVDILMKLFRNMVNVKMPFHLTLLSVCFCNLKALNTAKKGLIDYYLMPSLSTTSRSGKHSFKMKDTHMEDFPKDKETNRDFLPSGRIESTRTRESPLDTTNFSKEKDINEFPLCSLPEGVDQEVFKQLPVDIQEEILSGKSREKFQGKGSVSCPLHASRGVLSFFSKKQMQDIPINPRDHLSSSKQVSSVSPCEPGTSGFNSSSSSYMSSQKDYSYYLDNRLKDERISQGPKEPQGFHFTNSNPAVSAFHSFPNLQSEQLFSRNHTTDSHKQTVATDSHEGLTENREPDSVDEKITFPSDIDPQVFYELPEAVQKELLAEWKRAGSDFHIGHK
#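 Fluorescent replication assay read twice, at 0 min and 10 min after adding 50 nM (final) substrate. Enzyme (10 nM) and compounds were first incubated 15 min at room temperature; enzyme-free buffer wells were negative controls.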
# G9a block: G9a (human) methyltransferase inhibition. G9a H3K9 monomethylation, AlphaScreen, 2 h. AID 504332. actives 8.8% (n = 350,000). Q96KQ7. Potency, µM (top dose mostly 102 µM), for the others: at the highest dose activity, negative = inhibition, actives largely listed as inhibitors; note: % is set by controls: 0 for no effect and ±100 for the full control effect; nearly all actives have a fitted effect of over 75% in size
#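 Chemiluminescent proximity detection of H3K9 monomethylation, read after 10 min bead incubation in the dark. Reaction: 20 nM G9a, 500 nM biotin-H3K9 peptide, 20 uM SAM cofactor, 2 h, room temperature, following 15 min enzyme-compound preincubation.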
# POLK inh: inhibitors of human DNA polymerase kappa | Q9UBT6 | purified Pol kappa, fluorescent DNA synthesis assay, 10 min | Potency, µM (series often up to 107 µM), without a hit: at the highest dose activity, negative = inhibition, actives largely listed as inhibitors | actives 0.53% (n = 400,000); note: % is set by controls: 0 for no effect and ±100 for the full control effect
#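 Readout: fluorescence, taken kinetically at 0 and 10 min. Conditions: 10 nM Pol kappa, 15 min RT compound preincubation, 50 nM substrate final. Controls: enzyme-free buffer wells.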
# Pol eta inh: inhibitors of human DNA polymerase eta | Q9Y253 | recombinant Pol eta, fluorescent DNA replication assay | Potency, µM (series often up to 114 µM), without a hit: at the highest dose activity change, negative = inhibition, actives largely listed as inhibitors | actives 1.2% (n = 390,000); note: % is set by controls: 0 for no effect and ±100 for the full control effect
#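 Fluorescent replication assay: 50 nM final substrate added after a 15 min room-temperature compound preincubation with 10 nM enzyme. Signal taken at 0 min and again at 10 min.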
# JMJD2A Tudor inh: JMJD2A Tudor domain (human) inhibition | AlphaScreen JMJD2A-Tudor / H3K4me3 peptide binding | Potency, µM (titrated, usually from 114 µM), inactives show top-dose activity change, negative = inhibition, usual class: inhibitors | actives 4.4% (n = 390,000); note: % is set by controls: 0 for no effect and ±100 for the full control effect; nearly all actives have a fitted effect of over 50% in size
# Starred values were filed as active, the others as inactive; u = inconclusive; x = not tested or not shown; & = joins results of further samples; ! = a repeat was not active; [ ] = remark or other dose. Calls come from the whole dose curve; as a rule, active = well fitted curve in the direction sought with a large enough effect; inconclusive = small, poorly fitted or top-dose-only effect, or another doubt; inactive = no such curve, though single readings can be large; an effect the other way counts as inactive or inconclusive. Potency is the fitted concentration of half-maximal effect.
# Order of results: BLM helicase inh | BAZ2B block | APEX1 inh | POLB inh | Pol iota inh | G9a block | POLK inh | Pol eta inh | JMJD2A Tudor inh
> CN(C)S(=O)(=O)c1cccc(COC(=O)CN2CCCCCC2=O)c1
    2% | 6% | 25%[12.4 µM] | 4% | 32%[activator] | 17%[59 µM] | -9% | 3% | -7%
> Cc1cc(C)c(NC(=O)c2oc3c(c2C)-c2[nH]ncc2CC3)c(C)c1
    4% | -8% | x | 1% | 39%[activator] | -42%[59 µM] | 4% | -1% | -11%
> CC(C)(C)c1ccc(C(=O)c2c[nH]c(C(=O)NCC3CCCO3)c2)cc1 (configuration not stated)
    0% | 9% | -1% | -8% | 11% | -28%[12.7 µM] | -29% | -25% | 5%
> COc1cc(/C=C(\C#N)c2nc3ccc(C)cc3[nH]2)ccc1OC(C)C
    -6% | -2% | x | -25% | 1% | 6%[59 µM] | -18% | -5% | -25%
> COc1ccc([C@]23Cc4ccccc4C(O2)C2=C(CC4(CCCCC4)OC2=O)O3)cc1
    -3%[12.4 µM] | -22%[22.9 µM] | 30%[12.4 µM] | 4%[22.9 µM] | x | 8%[2.33 µM] | x | x | x
> N#CCC(=O)Nc1ccc(C(=O)OCC(=O)N2CCCC2=O)cc1
    x | -9% | 38% | x | -1% | u | 4% | -11% | 0%
> Cc1c(C#N)c(N)c(C(=O)c2ccccc2)n1Cc1ccccc1
    -4% | u | 11% | 3% | -7% | 1%[2.33 µM] | -20% | -23% | -21%
> COc1ccc(CNC(=O)CSc2ncc3c(n2)-c2cc(Cl)ccc2N(Cc2ccccc2)S3(=O)=O)cc1OC
    -2% | -9% | x | 13% | 2% | -7%[59 µM] | 15% | -13% | -15%
> COCCCN1CN=C(NS(=O)(=O)c2ccc(C)cc2)NC1
    -1% | -14% | 26% | 5% | 41%[activator] | 20% | -1% | -14% | -13%
> O=C(c1cccc(C(F)(F)F)c1)c1c[nH]c(C(=O)NCCCN2CCOCC2)c1
    1% | -3% | 1% | u | 75%[activator] | -31% | 2% | -18% | -9%
> Fc1cccc(CSc2ccc(-c3cccs3)nn2)c1
    -4% | 8% | x | 13% | 1% | 8%[59 µM] | -4% | -2% | 4%
> Cc1cc(=O)[nH]c(SCC(=O)N2CCCCC2)n1
    -8% | -8% | 13% | 9% | 55%[activator] | -5% | -8% | -7% | -5%
> Cc1nc2nc(SCC(=O)NCc3ccco3)nn2c(C)c1Cc1c(F)cccc1Cl
    0% | u | -3% | u | 10% | 1%[12.7 µM] | -8% | 0% | -29%
> Cc1cc(OCC(=O)N2CCC(C(N)=O)CC2)c2c(C)cc(=O)oc2c1
    0% | -9% | 37% | 2% | 31% | 31% | -1% | -14% | -20%
> COc1cccc(O)c1CN1CCC(C(=O)Nc2ccc(-c3cccc(C)c3)cc2)CC1
    -2% | -36% | 16% | 7% | 28% | -8% | -8% | -14% | u
> NC(=O)c1cc([N+](=O)[O-])c(Cl)cc1NCc1ccncc1
    x | 0% | 9% | x | 27% | 22%[2.33 µM] | 0% | -13% | -25%
> O=C(CSCC(=O)N1CCCc2ccccc21)Nc1nc(-c2ccccc2)cs1
    -10% | -3% | 9% | 8% | -29% | -12% | 0% | -12% | -24%
> CCOc1ccc(CNC(=O)c2cnc3sc(N4CCOCC4)nn3c2=O)cc1OC
    3% | -5% | x | 37% | -4% | 33%[59 µM] | 0% | -11% | -15%
> Cc1nc2ncccn2c1-c1csc(Nc2ccccc2)n1
    -1% | -37% | 11% | 24% | -5% | 25µM* | -5% | u | u
> Cc1cc(NC(=O)CSc2nnc(-c3cccnc3)n2C)no1
    -2% | 0% | 1% | 25% | 22% | -3% | -7% | 7% | -10%
> CCOC(=O)c1ccc(S(=O)(=O)NNC(=O)COc2ccccc2C)cc1
    1% | 0% | 7% | 1% | 3% | -1%[59 µM] | -9% | -8% | 1%
> O=C(OCc1cccc(C(F)(F)F)c1)c1ccc(-c2nnn(Cc3ccc(F)cc3)n2)cc1
    0% | -8% | x | 0% | -20% | -37%[59 µM] | -12% | -21% | 5%
> Nc1c(/C=C2/C=CC(=O)C(O)=C2)c(=O)nc2sc(CC(=O)N3CCCC3)nn12
    -19% | 20µM* | 11µM* | 7.9µM* | 3.2µM* | 35µM* | u | 4µM* | 25µM*
> CCOC(=O)N1CCN(C(=O)c2oc3ccc(S(=O)(=O)N4CCOCC4)cc3c2C)CC1
    -2% | -14% | 7% | -12% | 14% | -12%[12.7 µM] | 4% | -7% | -1%
> CC(NC(=O)Cn1c(=O)oc2cc(S(=O)(=O)N3CCCCCC3)ccc21)c1ccccc1 (configuration not stated)
    -8% | -10% | x | 3% | 2% | -2%[59 µM] | -2% | x | -29%
> O=C(CCC(=O)c1cccs1)Nc1ccc(N2CCCCC2)cc1
    -12% | u | 6% | u | u | u | u | 89µM* | u
> CCCCCCCc1nc2nc(C)c(Br)c(=O)n2[nH]1
    2% | -24% | 3% | 1% | 9% | -48% | -9% | -3% | 28µM*
> CCC(C)(C)n1nnnc1C(c1ccc(O)cc1)N1CCc2ccccc2C1 (configuration not stated)
    -5% | -35% | 1% | -1% | 28% | 2.5µM* | -8% | -27% | 89µM*
> CCN(CC)c1ccc(/C=N/N2CCN(Cc3ccc(Cl)cc3)CC2)c(O)c1
    -2% | 3.5µM* | -6% | 2% | 5% | 10µM* | -6% | -14% | u
> Cc1nc(-c2nnc(SCC(=O)Nc3ccc(Cl)cc3)n2C)cs1
    -1% | -11% | -2% | 13% | u | 11% | -3% | -15% | 6%

# One compound at a time, from the list above.
# O=C(CSCC(=O)N1CCCc2ccccc21)Nc1nc(-c2ccccc2)cs1 across the screens: BLM helicase inh: -10%; BAZ2B block: -3%; APEX1 inh: 9%; POLB inh: 8%; Pol iota inh: -29%; G9a block: -12%; POLK inh: 0%; Pol eta inh: -12%; JMJD2A Tudor inh: -24%
# Cc1cc(C)c(NC(=O)c2oc3c(c2C)-c2[nH]ncc2CC3)c(C)c1 across the screens: BLM helicase inh: 4%; BAZ2B block: -8%; APEX1 inh: x; POLB inh: 1%; Pol iota inh: 39%[activator]; G9a block: -42%[59 µM]; POLK inh: 4%; Pol eta inh: -1%; JMJD2A Tudor inh: -11%

# The main list resumes, starting 6 compounds before the break.
# Order of results: BLM helicase inh | BAZ2B block | APEX1 inh | POLB inh | Pol iota inh | G9a block | POLK inh | Pol eta inh | JMJD2A Tudor inh
> CC(NC(=O)Cn1c(=O)oc2cc(S(=O)(=O)N3CCCCCC3)ccc21)c1ccccc1 (configuration not stated)
    -8% | -10% | x | 3% | 2% | -2%[59 µM] | -2% | x | -29%
> O=C(CCC(=O)c1cccs1)Nc1ccc(N2CCCCC2)cc1
    -12% | u | 6% | u | u | u | u | 89µM* | u
> CCCCCCCc1nc2nc(C)c(Br)c(=O)n2[nH]1
    2% | -24% | 3% | 1% | 9% | -48% | -9% | -3% | 28µM*
> CCC(C)(C)n1nnnc1C(c1ccc(O)cc1)N1CCc2ccccc2C1 (configuration not stated)
    -5% | -35% | 1% | -1% | 28% | 2.5µM* | -8% | -27% | 89µM*
> CCN(CC)c1ccc(/C=N/N2CCN(Cc3ccc(Cl)cc3)CC2)c(O)c1
    -2% | 3.5µM* | -6% | 2% | 5% | 10µM* | -6% | -14% | u
> Cc1nc(-c2nnc(SCC(=O)Nc3ccc(Cl)cc3)n2C)cs1
    -1% | -11% | -2% | 13% | u | 11% | -3% | -15% | 6%
> CCOc1ccc(/C=C/c2nc(C#N)c(NC(C)CC)o2)cc1 (configuration not stated)
    -1% | -28% | x | 9% | 22% | 4%[59 µM] | 7% | 0% | -16%
> CCOc1ccc(NC(=O)CCc2c(C)nn(-c3ccc(N4CCCC4)nn3)c2C)cc1
    -13% | u | x | u | -21% | 4%[59 µM] | -18% | -16% | -23%
> C[C@H](NC(=O)c1nc[nH]c1C(=O)NCCCCCN)C(=O)OC(C)(C)C
    x | 50µM* | -1% | x | 2% | 23%[2.33 µM] | 1% | -13% | 56µM*
> CCN1C(=NCCN2CCOCC2)N[C@@H](c2ccccc2)C(C(=O)OC)=C1C
    1%&3% | u | 24%&10% | 1%&0% | u | 50µM*! | -3% | -11% | u
> COc1ccc(C(=O)NC2CCc3ccccc32)cc1OC1CCN(C(C)=O)CC1 (configuration not stated)
    -11% | -36% | u | -9% | 28% | x | -2% | -8% | -13%
> CCCn1c2ccccc2c2cnn(CC(=O)N3CCN(C4CCCCC4)CC3)c(=O)c21
    2% | -19% | 25% | 43% | 32%[activator] | 4%[59 µM] | -7% | -10% | -18%
> CCOc1ccc(-n2c(SCC(=O)NCc3ccco3)nnc2-c2c[nH]c3ccccc23)cc1
    -20% | -30% | -10% | -9% | -14% | -21%[59 µM] | -15% | -8% | -33%
> O=C(/C=C/c1ccco1)Nc1cccc(NC(=O)/C=C/c2ccco2)n1
    u | u | u | 25µM* | 35µM* | 10µM* | -30% | 20µM* | u
> O=C(N/N=C/c1ccc([N+](=O)[O-])cc1)C(=O)N1CCCC1
    -2% | 2% | -1% | 4% | 7% | 15% | 15% | -2% | -11%
> C=C(C)COc1ccc(-c2ncncc2-c2ccccc2)c(O)c1
    -5% | 2% | -3% | 36% | 90%[activator] | 13% | -11% | -19% | -12%
> Cc1noc(NS(=O)(=O)c2ccc(NC(=O)/C=C/c3ccc(C(C)C)cc3)cc2)c1C
    -1% | u | 10% | u | 30% | 45µM* | -3% | -7% | -35%
> N#Cc1ccccc1OCC(=O)OCC(=O)NC1CC1
    x | 10% | 5% | x | 2% | 20%[2.33 µM] | 11% | -22% | -1%
> CCOc1ccc2nc(SCC(=O)NCc3ccccc3)[nH]c2c1
    2% | 6% | 1% | 10% | 105%[activator] | -8%[0.501 µM] | 5% | -24% | -5%

# Only part of the results is shown (hit frequency here may not be typical).
